Bioassay records deposited in PubChem by several laboratories.
Yeast growth inh: growth inhibitors of yeast BB579 in restrictive medium, primary screen, yeast lifespan-shortening project, S. cerevisiae | inhibition, % at 10 µM | 0.51% of 140,000 active | OD615, 48 h;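 active means inhibition above a set limit, 3 SD over the mean compound inhibition, cut at about 44% in these data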; further: inactives centre near -24
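Material: Saccharomyces cerevisiae DeaD strain BB579, replicative lifespan model yeast; buffer or medium: CSMM-D restrictive synthetic medium containing dextrose (glucose); compound: 10 µM single dose, DMSO 0.25%; timing: 48 h compound exposure at 30 °C after 4 h preincubation; signal: turbidity as optical density at 615 nm; benchmarks: positive control amphotericin B 10 µg/mL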
NPY Y2 blocker: NPY-Y2 receptor antagonists, primary screen, cell-based; Neuropeptide Y receptor type 2 (Homo sapiens), P49146; NPY-Y2 expressing cells, antagonist mode; inhibition, % at 2.7 µM; 0.99% of 140,000 active; in the data active means inhibition above about 17%;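 further: 0% = vehicle with agonist challenge and 100% = reference antagonist with challenge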
Target sequence (P49146 whole entry, looked up): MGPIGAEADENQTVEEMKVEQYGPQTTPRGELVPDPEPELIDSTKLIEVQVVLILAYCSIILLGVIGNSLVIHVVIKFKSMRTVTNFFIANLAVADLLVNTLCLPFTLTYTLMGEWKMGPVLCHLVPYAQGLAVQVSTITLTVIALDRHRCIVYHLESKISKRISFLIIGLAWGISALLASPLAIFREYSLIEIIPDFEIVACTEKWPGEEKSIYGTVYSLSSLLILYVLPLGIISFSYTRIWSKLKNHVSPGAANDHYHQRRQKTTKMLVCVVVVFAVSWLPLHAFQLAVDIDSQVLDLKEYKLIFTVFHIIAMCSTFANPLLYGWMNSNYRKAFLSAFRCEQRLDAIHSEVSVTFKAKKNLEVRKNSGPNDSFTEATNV
Phagocyt inh: inhibitors of macrophage phagocytosis, primary screen, imaging, J774A.1 cells, IgG beads; J774A.1 macrophage IgG-bead phagocytosis; inhibition, % at 5 µM; 0.07% of 110,000 active; AID 1029, 2008;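 active means inhibition above the mean of the plate negative controls plus 5 SD, cut at about 13% in these data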;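 further: phagocytic index as fraction of beads internalized from green versus red external bead signal; plate controls were DMSO negative control for no effect and cytochalasin-D positive control for full effect; some results beyond the cut were filed as inactive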
Yeast life ext: compounds extending yeast replicative lifespan, primary screen, S. cerevisiae, OD615 | S. cerevisiae growth with nicotinamide; deaD strain in restrictive glucose medium | inhibition of the nicotinamide effect, % at 10 µM | 0.68% of 130,000 active | AID 775, 2007;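 active means inhibition above a set limit, placed 3 SD over the median of all compounds, cut at about 26% in these data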;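 further: 0% = nicotinamide-treated wells and 100% = cells grown without nicotinamide; some compounds called inactive have numbers as strong as hits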
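assay system = DeaD-strain S. cerevisiae | buffer or medium = restrictive glucose medium | reagent = 1.5 mM nicotinamide | compound = 10 µM single point, 0.25% DMSO | incubation = 48 h compound exposure at 30 °C, humidified | signal = OD615 measurement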
MRP1 act: H69AR viability gain despite doxorubicin, primary screen, MRP-1 activator project, H69AR cells, CellTiter-Glo; viability rescue; viability increase, % at 10 µM; 0.61% of 140,000 active; AID 799, 2007;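 active means viability gain under doxorubicin at or above a set limit, the compound median plus 3 SD, cut at about 4.7% in these data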;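 further: MRP-1 overexpressing cells given doxorubicin 25 µM after compound pretreatment; 18-22 h compound pretreatment then 72 h with doxorubicin before readout; 0% = doxorubicin-only wells and 100% = vehicle-treated cells without doxorubicin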
bCat KO growth: primary screen for growth suppressors in beta-catenin knockout HCT116 cells (colon tumor, human). HCT116 beta-catenin knockout viability, CellTiter-Glo, 60 h; stronger effect = lower value. viability, % at 10 µM. 1.5% of 140,000 active;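 active means viability at or under a set limit, the compound median less 4 SD, cut at about 6% in these data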;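 further: 0% = Hyamine 1622 control at 20 µM and 100% = untreated cell control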
HCT116 PTEN-null: growth suppression of PTEN-null HCT116, primary screen, cell-based, CellTiter-Glo; HCT116 PTEN-null viability, 60 h; stronger effect = lower value; viability, % at 10 µM; 1.2% of 140,000 active;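 active means viability at or below a set limit, 4 SD under the median of all tested compounds, cut at about 3.7% in these data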;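 further: PTEN knockout HCT116 line with beta catenin targeted HCT116 as companion control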
E-sel TNF inh: E-selectin induction blockers in HUVEC – imaging, immunofluorescence, high content, primary screen | inhibition, % at 2 µM | HUVEC TNFa-induced E-selectin immunofluorescence | 0.71% of 120,000 active | AID 1246, 2008;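 active means inhibition above the batch mean plus 3 SD, and confirmed as a hit on visual image review, cut at about 43% in these data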;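 further: 0% = TNF-stimulated DMSO wells and 100% = unstimulated control wells; not every result past the cut was called active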
GALR2 blocker: GALR2 antagonists in receptor-expressing cells, primary screen. Galanin receptor type 2 (Homo sapiens), O43603. inhibition, % at 4 µM. 0.39% of 140,000 active. antagonist mode; in the data active means inhibition above about 27%;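 further: cells stimulated with galanin 1-16 at roughly its EC80; 0% = agonist challenge control and 100% = basal control without agonist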
Target sequence (O43603 whole entry, looked up): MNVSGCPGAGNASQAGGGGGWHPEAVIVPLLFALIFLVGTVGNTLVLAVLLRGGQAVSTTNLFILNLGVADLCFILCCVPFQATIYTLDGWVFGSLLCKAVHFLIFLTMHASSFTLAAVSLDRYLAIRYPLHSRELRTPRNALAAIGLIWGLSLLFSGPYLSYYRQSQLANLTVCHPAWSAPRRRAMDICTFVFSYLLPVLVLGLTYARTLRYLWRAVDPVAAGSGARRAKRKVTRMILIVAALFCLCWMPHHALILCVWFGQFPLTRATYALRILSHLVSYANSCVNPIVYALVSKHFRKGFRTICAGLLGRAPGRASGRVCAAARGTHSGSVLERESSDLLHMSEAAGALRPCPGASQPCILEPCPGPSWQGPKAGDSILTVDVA
Measles CPE: compounds protecting cells from measles virus cytopathic effect, primary screen, measles RdRp inhibitor project, single point, MLSMR library, absorbance; 1.5% of 140,000 active; Measles virus-infected cells, CPE protection; protection (pct of control), % at 4 µM; AID 841, 2007; in the data active means protection mostly above about 24%, no sharp cut-off; inactive means mostly below about 26%; further: some compounds called inactive have numbers as strong as hits
Numbers without * were called inactive; nt = not tested or not shown; & = joins results of further samples.

entry	canonical_smiles	GALR2 blocker	NPY Y2 blocker	MRP1 act	bCat KO growth	Phagocyt inh	E-sel TNF inh	Yeast growth inh	Measles CPE	Yeast life ext	HCT116 PTEN-null
1	COc1cccc(-c2ccc(=O)n(CC(=O)Nc3cc4c(cc3NC(C)=O)OCCO4)n2)c1	-1	0	0.3	99	-1	-15	-53	5	-7	95
2	C=CCN(C(=O)Nc1ccc(F)cc1)C1CC(=O)N(c2ccc(OC)cc2)C1=O (stereo unspecified)	-11	3	1.7	88	1	11	-6	6	-5	102
3	CCC(=O)N1c2ccccc2-c2nnc(SC)nc2OC1c1ccc(N(C)C)cc1 (stereo unspecified)	-3	0	-1.1	91	nt	-5	-12	7	0	88
4	N#CC1=C(N)OC2=C(CC/C2=C\c2ccccc2Cl)C1c1ccccc1Cl (stereo unspecified)	-3	6	-4.9	25	-4	-25	-51	7	3	14
5	COc1ccc(C(=O)OCCN2C(=O)c3ccccc3C2=O)cc1	-3	1	-0.8	96	0	nt	-21	17	-6	96
6	O=C(Nc1ccc(F)cc1)C1CCN(c2nnnn2-c2ccccc2)CC1	14	1	-1.2	81	-1	7	-39	4	-10	85
7	CCSc1ncc(Cl)c(C(=O)Nc2sc3c(c2C(=O)NCc2cccnc2)CCCC3)n1	-6	1	-3.1	61	nt	14	-28	6	-12	65
8	CCSC1=N/C(=C/c2ccsc2)C(=O)N1c1ccccc1	6	2	-2.8	87	-17	nt	-29	25	0	88
9	Cc1ccc(OCC(=O)NNC(=O)C2CCN(c3nc(C)cc(C)n3)CC2)cc1	-6	-2	-1.0	96	nt	-11	-15	3	3	99
10	COc1ccc(OC)c(/C=N/c2oc(-c3ccco3)c(-c3ccco3)c2C#N)c1	-2	-2	-2.0	3.5*	0	-9	-30	24	-7	5
11	Cc1onc(C(=O)/C=C/N(C)C)c1C(=O)Nc1nccs1	-7	3	1.3	89	nt	11	-34	6	-31	104
12	Cn1cc(Cl)c(-c2nc3ccccc3[nH]2)n1	4	0	-0.4	54	0	-30	-20	9	-14	55
13	CN(Cc1ccccc1)Cc1c[nH]c2ccccc12	1	3	-5.6	70	0	1	-32	4	3	73
14	O=C(CCc1ccccc1)Nc1ccccc1F	-13	1	-0.7	89	0	nt	4	10	-10	104
15	COc1ccccc1NC(=O)c1ccc(C)s1	-8	2	-2.9	104	0	-21	-26	9	-20	94
16	Cc1ccccc1Nc1nnc(SCC(=O)c2cc3ccccc3o2)s1	-1	6	-4.0	82	-2	-3	-28	9	-5	86
17	COc1cccc(NC(=O)Nc2cc(NC(=O)Nc3cccc(OC)c3)c(C)nc2C)c1	-1	-2	-1.4	96	-10	nt	-26	3	0	99
18	CC(=O)c1ccc(N2C(=NC(=O)C(C)C)SC3CS(=O)(=O)CC32)cc1 (stereo unspecified)	-25	2	-2.4	95	nt	nt	-25	5	-4	97
19	CC/C(C)=C1\SC(N2CCN(c3cccc(C(F)(F)F)c3)CC2)=NC1=O	-7	8	-1.9	66	nt	-2	-20	30	-4	68
20	CC(C)[C@H](NC(=O)Nc1cccc(C(F)(F)F)c1)C(=O)O	11	1	-1.9	97	-1	7	-19	27*	17	97
21	COc1cc2cc(Oc3ccc4ccc(=O)oc4c3)c(=O)oc2cc1O	4	0	-1.8	82	nt	nt	-23	4	-1	90
22	O=C(Nc1ccc(F)cc1)c1sc2cc(C(F)(F)F)cnc2c1-c1cccs1	0	8	1.5	80	0	-1	-18	29	-6	68
23	Cc1ccc2nc(Nc3nc(C)cc(C(F)(F)F)n3)nc(C)c2c1	2	0	-1.2	106	-2	-7	-21	8	-11	98
24	CC(C)(C)NC(=O)CSc1n[nH]c(=O)n1-c1ccccc1	9	-1	0.3	103	-1	-13	-8	21	-4	102
25	COc1ccc(OC)c(N2C(=O)CC(Cc3cc(C)cc(C)c3)C2=O)c1 (stereo unspecified)	16	8	-4.6	90	nt	9	-33	0	nt	90
26	CN(C)c1nccc(N(Cc2ccccc2)Cc2ccccc2)c1C#N	1	22*	-2.2	66	-4	-10	-46	6	8	67
27	COc1ccc2c(c1)sc1nc(-c3ccccc3)cn12	22	8	-3.8	12	8	-33	12	29	-21	12
28	COc1ccccc1CNC(=O)C(NS(=O)(=O)c1ccc2c(c1)OCCO2)C(C)C (stereo unspecified)	-4	5	-2.8	87	-1	nt	-13	9	4	87
29	C/C(CC(=O)N(C(C)C)C(C)C)=N\NC(=O)c1ccccc1Br	-6	4	-2.4	81	0	nt	-13	7	7	103
30	CCC(C)NS(=O)(=O)c1ccc(OCC(=O)N2CCCC2)cc1 (stereo unspecified)	1	1	1.5	96	nt	-2	-29	4	nt	92
31	CC(=O)c1ccc(OCC(O)CN2CCN(Cc3ccc4c(c3)OCO4)CC2)cc1 (stereo unspecified)	1	5	-1.2	77	0	nt	-84	16	-4	93
32	O=S(=O)(c1ccc(-c2csc(Nc3ccc(F)cc3)n2)cc1)N1CCCC1	15	0	-2.5	69	-3	19	-37	9	1	56
33	Fc1ccc(-c2ccnc3nc(N4CCN(c5ccccc5)CC4)nn23)cc1	1	1	-0.4	97	nt	8	12	2	-14	86
34	CC1(C2CC2)NC(=O)NC1=O (stereo unspecified)	4	0	-0.3	96	-1	-2	-20	6	-4	97
35	O=c1c2ccccc2c(C=Nc2cccc(S(=O)(=O)NCc3ccco3)c2)c(O)n1-c1ccc(Cl)cn1	-3	0	-1.6	90	-3	9	-36	6	2	87
36	CCCCCC(=O)NC(NC(=S)NC1CCS(=O)(=O)C1)C(Cl)(Cl)Cl (stereo unspecified)	3	-1	1.2	85	nt	8	-32	3	nt	92
37	COc1cc(-c2noc(CCCC(=O)NCc3ccco3)n2)cc(OC)c1OC	12	2	-3.3	99	nt	-6	-23	30	-7	91
38	CCc1cc2c(cc3c(=O)n(CC(=O)NCCCN4CC(C)CC(C)C4)ncn32)s1 (stereo unspecified)	-6	7	-4.8	75	0	1	-10	2	-4	80
39	O=C(Oc1coc(CSc2nnc(NC(=O)C3CC3)s2)cc1=O)c1ccccc1	-11	3	-2.4	101	-5	7	-12	6	-6	93
40	Cc1ccc(-c2nnc(SCC(=O)N/N=C/c3c(C)nn(-c4ccccc4)c3C)n2-c2ccccc2)cc1	0	6	-3.2	102	-6	-9	-2	5	3	107
41	O=[n+]1c2c(n([O-])c3ccccc31)CCCC2	-6	1	-2.5	96	0	nt	-22	5	0	99
42	COc1cc(/C=C(\C#N)C(=O)c2c(C)[nH]c3ccccc23)cc(OC)c1OC	-13	1	-1.2	97	-5	nt	-14	2	-5	92
43	O=C(/C=C/c1ccc2c(c1)OCCCO2)c1ccccc1O	4	5	-4.3	63	2	nt	-30	8	-2	64
44	CCCNC(=O)NC(=O)CSc1ccc2c(c1)OCCO2	-1	4	-0.6	93	0	-6	-14	4	3	101&105
45	Cc1ccc(S(=O)(=O)N2CCCOC2CNC(=O)C(=O)NCCCn2ccnc2)cc1 (stereo unspecified)	-3	8	0.3	93	-2	nt	0	4	1	91
46	O=C(CSc1nnc(CN2CCOCC2)n1-c1ccccc1)Nc1ccc(Cl)cc1	-7	0	-2.4	88	nt	-10	-22	7	-7	84
47	Cc1nnc(C)n1/N=C/c1cccnc1	-7	3	-0.7	99	nt	5	-13	32	-3	104
48	Cc1cccc2cc(CN(Cc3cccs3)C(c3nnnn3C3CCCC3)C(C)C)c(=O)[nH]c12 (stereo unspecified)	2	11	-3.5	48	1	-36	-27	6	-3	37
49	CC(O)CCc1nc2ccc(C(=O)O)cc2[nH]1 (stereo unspecified)	7	2	-0.6	105	0	52	-42	23	-2	112
50	Cc1nnc(-c2cccc(Br)c2)c2cn(-c3ccccc3Cl)nc12	-11	7	-2.7	42	nt	10	-18	17	-23	45

The list goes on:
entry	canonical_smiles	GALR2 blocker	NPY Y2 blocker	MRP1 act	bCat KO growth	Phagocyt inh	E-sel TNF inh	Yeast growth inh	Measles CPE	Yeast life ext	HCT116 PTEN-null
51	Cc1ccc(S(=O)(=O)N2CCCC(C(=O)O)C2)s1 (stereo unspecified)	-3	2	-0.5	94	0	nt	-24	13	-5	103
52	CCOC(=O)CSc1ncc(OC)c(Sc2ccc(Cl)cc2)n1	-6	21*	-2.6	104	nt	nt	-61	44	-1	94
53	COC(=O)c1c(NC(=O)c2ccco2)sc(C)c1C	-2	1	-3.7	86	-2	6	-17	11	-5	89
54	Cc1ccc(S(=O)(=O)NNc2ccccc2)cc1	4	1	-3.3	94	nt	-28	-8	8	3	92
55	COc1cccc(CNC(=O)CCl)c1	9	2	-6.3	70	-5	19	-41	7	-2	64
56	Cc1ccccc1OCC(=O)N1N=C(C(F)(F)F)CC1(O)C(C)(C)C (stereo unspecified)	11	2	-1.9	89	nt	-21	-12	17	nt	93
57	O=c1ncn(-c2cccc(F)c2)c2ncccc12	-4	0	2.5	99	2	9	-43	8	0	105
58	CCN(CC)S(=O)(=O)c1cccc(C(=O)N[C@H](C(=O)O)C(C)C)c1	2	0	-0.4	102	-1	9	-16	18	-8	100
59	O=C(O)c1cc2c([nH]c1=O)CCCC2	3	1	-1.9	86	1	-7	-30	20	-10	92
60	Cc1ccc(S(=O)(=O)NC(=O)c2ccc(-c3ccc(-c4ccccc4)cc3)o2)c(C)c1	0	13	-2.2	91	nt	nt	-34	1	-7	94
61	Cc1cc(C)c(NC(=O)C(C)c2cccc(C(=O)c3ccccc3)c2)c(C)c1 (stereo unspecified)	-5	5	-0.1	39	nt	-14	-9	38	-11	43
62	Cn1cccc1Cc1nnc(SCC(=O)Nc2cccc(Cl)c2)n1-c1ccc(F)cc1	3	-5	-5.9	52	0	32	-32	8	-1	44
63	Cn1c2ccccc2c(=O)c2c(=O)n(C3CCCCC3)c(-c3ccco3)nc21	-3	10	-4.4	4.1*	nt	nt	2	16	25	3.4*
64	COc1cc(C2C3C(=O)N(Cc4ccccc4)C(=O)C3ON2c2ccccc2)cc(OC)c1OC (stereo unspecified)	-2	2	-1.0	44	1	-3	-51	9	-7	69
65	Cc1cc(C)n(C2CCCCC2OC(=O)c2ccccc2F)n1 (stereo unspecified)	-3	8	-2.3	71	nt	-28	-10	3	-24	76
66	Cc1ccc(N(CC(=O)NCc2ccccc2Cl)S(=O)(=O)c2cccs2)cc1	1	22*	-3.0	81	0	2	-35	5	-6	74
67	COc1cccc(C(=O)NCCOc2cc(C)cc(C)c2)c1	6	4	-0.6	94	-7	nt	15	25	-6	95
68	Oc1ccc(C=NCC2COc3ccccc3O2)cc1 (stereo unspecified)	-10	3	-6.6	76	-3	-14	-10	6	-20	81
